Screening data (PubChem BioAssay)
MCF10A rerep = induces DNA re-replication in MCF 10a normal breast cells | MCF 10A DNA re-replication, Hoechst nuclear intensity, 48 h | Potency, µM (top dose mostly 46.1 µM), for the others: at the highest dose activity, positive = re-replication, usual class: activators | 350,000 tested, 2.9% active; further: potency means the concentration at half of the fitted maximal effect; % of control where 0% means no effect; nearly all actives have a fitted effect of over 50% in size
ATXN2 expr inh = ATXN2 expression inhibition. HEK-293 ATXN2-luciferase reporter, luminescence, 24 h. Potency, µM (titrated, usually from 57 µM), without a hit: at the top dose activity change, negative = inhibition, usual class: inhibitors. 360,000 tested, 0.72% active. AID 1745845; further: potency means the concentration at half of the fitted maximal effect; on the % scale 0 is the no-effect control and ±100 the full control effect; nearly all actives have a fitted effect of over 55% in size
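qHTS (up to 57 uM final) was run with 24 h compound exposure of reporter cells at 37 °C. Each well was multiplexed: SteadyGlo luminescence measured ATXN2-luciferase expression after a fluorogenic Gly-Phe-AFC viability readout (25 uM final).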
KB-3-1 tox = kills parental KB-3-1 adenocarcinoma cells; KB-3-1 viability, CellTiter-Glo ATP luminescence, 72 h; Potency, µM (titrated, usually from 46.1 µM), for the others: at the top dose activity change, negative = cytotoxic, actives largely listed as cytotoxic; 400,000 tested, 1.4% active; AID 1347075; further: potency means the concentration at half of the fitted maximal effect; on the % scale 0 is the no-effect control and ±100 the full control effect; nearly all actives have a fitted effect of over 60% in size
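72 h, 37 °C compound treatment of KB-3-1 parental cells; CellTiter-Glo added, 10 min, luminescence read. Data corrected against DMSO-only plates and normalized before curve fitting.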
HT1080 IDH1KD tx = kills HT-1080 cells with IDH1 knockdown; HT-1080 IDH1 knockdown viability, ATP luminescence, 48 h; Potency, µM (top dose mostly 46.1 µM), without a hit: at the highest dose activity, negative = toxicity, usual class: cytotoxic; 360,000 tested, 2% active;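 further: potency means the concentration at half of the fitted maximal effect; 0% = DMSO wells and -100% = cell-free medium wells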
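% activity derives from luminescence (CellTiter-Glo), normalised to DMSO and no-cell wells. HT-1080-IDH1KD cells, 750/well, had 48 h compound exposure at 37 °C.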
SW480 rereplic = induces DNA re-replication in SW480 colon adenocarcinoma cells; Potency, µM (titrated, usually from 46.1 µM), for inactives: at the top dose re-replication activation, hits mostly activators; AID 624297; 340,000 tested, 1.8% active; SW480 DNA re-replication, Hoechst DNA content imaging, 48 h; further: potency means the concentration at half of the fitted maximal effect; % of control where 0% means no effect; nearly all actives have a fitted effect of over 55% in size
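DNA re-replication was detected as more nuclei of elevated Hoechst intensity after 48 hr exposure to compound (23 nL pinned per well of 250 cells).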
ATXN viability = viability counter-screen for ATXN expression inhibitors; S2 cells (HEK-293 line with an ATXN2-luciferase reporter) viability, CellTiter-Fluor protease fluorescence, 24 h; Potency, µM (highest dose often 56.7 µM), most hits filed as cytotoxic; 400,000 tested, 0.49% active; further: potency means the concentration at half of the fitted maximal effect; nearly all actives have a fitted effect of over 40% in size
IL-1B inflam inh = inhibitors of inflammasome signaling (IL-1 beta secretion); AID 743279; 360,000 tested, 4.7% active; activity change, % at 57.5 µM; THP-1 LPS/ATP IL-1B secretion, AlphaLISA, 16 h; active compounds read low; in the data active means activity change below about -50%; inconclusive means mostly about -30% to -49%; further: on the % scale 0 is the no-effect control and ±100 the full control effect
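Secreted IL-1B measured by AlphaLISA bead assay after 16 h compound exposure of THP-1 cells; compounds (final up to 57.5 uM) added 1 h before LPS (250 ng/mL) and ATP (1.25 mM) stimulation; lower signal means less secretion.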
HepG2 tox = kills HepG2 cells in TGF-b inhibitor counter-screen | HepG2 CAGA-GFP viability, ATP luminescence, 18 h | Potency, µM (top dose mostly 46.1 µM), inactives show at the top dose activity change, negative = cytotoxicity, actives largely listed as cytotoxic | 410,000 tested, 0.76% active | AID 588856; further: potency means the concentration at half of the fitted maximal effect; some results filed as inactive show a strong effect at the top dose
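CellTiter-Glo luminescence gave cytotoxicity after 18 hours at 37 degrees C. The cells were HepG2 CAGA-GFP in 1% FBS DMEM, stimulated with 500 pg/mL TGF-beta after compound addition. %Activity was normalised to no-cell wells (complete cell-killing) and DMSO (no toxicity), and curves were fitted and classified.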
HT1080NT lethal = kills 2HG-producing HT-1080-NT fibrosarcoma cells | 360,000 tested, 1.6% active | HT-1080-NT fibrosarcoma viability, CellTiter-Glo ATP luminescence, 48 h | Potency, µM (titrated, usually from 46.1 µM), inactives show at the highest dose activity, negative = less viability, most hits filed as cytotoxic;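 further: NT is the 2HG producing partner of a matched IDH1 knockdown line; potency means the concentration at half of the fitted maximal effect; 0% = DMSO-treated cells and -100% = media-only wells without cells; nearly all actives have a fitted effect of over 55% in size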
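Viability by CellTiter-Glo luminescence after 48 h compound exposure at 37C of HT-1080-NT cells (750/well, RPMI, 5% FBS). % activity scaled between DMSO wells and medium-only wells, then curve-fitted and categorized by curve class.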
* marks the source's active call; other numbers are inactive results; i = inactive; ? = inconclusive; / = not tested or not shown; & = joins results of further samples; [ ] = another dose, or the depositor's remark. Unless noted, the call rests on the fitted dose curve; in most records, active means well fitted curve in the direction sought with a large enough effect; inconclusive means small, poorly fitted or top-dose-only effect, or another doubt; inactive means no such curve, though single readings can be large; an effect the other way counts as inactive or inconclusive.

SMILES	MCF10A rerep	ATXN2 expr inh	KB-3-1 tox	HT1080 IDH1KD tx	SW480 rereplic	ATXN viability	IL-1B inflam inh	HepG2 tox	HT1080NT lethal
CCCCCC(=O)N(CN1C(=O)CCC1=O)c1ccccc1	-1%	6%	3%	8%	-6%	i	18	9%	-12%
CC(=O)Nc1ccc(S(=O)(=O)NC2(c3ccccc3)C(=O)N(C)C(=O)N(C)C2=O)cc1	-8%	-2%	11%	8%	-2%	i	17	1%	5%
CCCN1CCC(=NNc2ccc(S(=O)(=O)N3CCOCC3)cc2[N+](=O)[O-])CC1	7.3µM*	-20%	4.6µM*	15µM*	7.3µM*	i	4	14µM*	?
O=C1CSc2ccc(S(=O)(=O)NCc3ccc(Cl)cc3)cc2N1	0%	-6%	0%	-13%	-4%	i	52	-33%	-11%
CC1Cc2ccccc2N1C(=S)Nc1cccc(S(=O)(=O)N(C)C)c1 (configuration not stated)	?	-30%	-7%	-16%	?	i	14	-28%	-1%
CCCCc1cc(=O)oc2c(C)c(OCC(=O)NCc3ccccn3)ccc12	-5%	/	0%	4%	0%	i	17	-23%	2%
CCCCN1C(=O)C(=O)N(CC(=O)NC2CCCc3ccccc32)C1=O (configuration not stated)	?	23%	-3%	21%	?	i	28	-2%	16%
CN(CCOc1ccc(-c2ccn(S(=O)(=O)c3c(Cl)cccc3Cl)n2)cc1)c1ccccn1	?	-5%	1%	-1%	15%	?	4	2%	-1%
COc1cccc(C(=O)C2CCCN(Cc3cn[nH]c3C3CCCCC3)C2)c1 (configuration not stated)	2%	-15%	-2%	-1%	-101%[inhibitor]	i	-24	-20%	-13%
O=C(CSc1nc2ccsc2c(=O)n1Cc1ccc(C(=O)O)cc1)NCc1ccco1	0%&-2%	-33%	13%	21%	0%&1%	i	6	-8%	15%
O=c1c2ccc(Cl)cc2[nH]c(=S)n1Cc1cccnc1	24%	4%	-12%	-1%	-4%	i	13	-26%	-7%
COc1ccc(NC(=O)c2coc3ccccc23)cc1OC	-6%	64%[activator]	8%	14%	-6%	i	?	-3%	9%
OC(COc1ccc2c(c1)CCC2)CN1CCN(c2ccccc2F)CC1 (configuration not stated)	-6%	-13%	-11%	-3%[9.24 µM]	-10%	i	-53*	-39%	?
COc1cc2c(cc1O)CC[n+]1cc3c(OC)c(OC)ccc3cc1-2	-24%	5%	-26%	4%	0%[9.22 µM]	i	-16	1%	4%
COc1ccc(CCNC(=O)C/C(C)=N/NC(=O)c2ccc(N)cc2)cc1OC	0%	-3%	-6%	1%	-2%	i	-2	-26%	-6%
Nc1nnc(SCC(=O)NCC(=O)Nc2ccc(F)c(F)c2F)s1	0%	/	6%	4%	0%	?	0	12%	-3%
Cc1ccc2c(c1)NC(=O)C(CC(=O)N(C)Cc1ccccc1)O2 (configuration not stated)	2%	-2%	0%	6%	-4%	?	-7	-3%	7%
CCc1ccc(N2CCN(C(=O)N3CCOCC3)CC2)cc1	4%	-11%	-7%	14%	-2%	i	-4	3%	22%
COCC(=O)OC/C(O)=C(\C#N)c1nc2ccccc2[nH]1	?	?	?	-9%	?	?	-104*	-15%	-7%
CC(C)CCNC(=O)c1ccc2nc(Cc3ccccc3)oc2c1	/	-20%	-11%	/	/	i	/	-30%	/
CCOC(=O)C(C)N(c1ccccc1Cl)S(C)(=O)=O (configuration not stated)	-1%	2%	0%	15%	3%	i	13	23%	12%
Cc1ccc(C)c(N2CCN(c3nc4ccccc4c(=O)n3Cc3ccccc3)CC2)c1	10%	7%	0%	-3%	?	i	-5	-23%	1%
COc1ccc(-c2ccc(Nc3ccc(C(=O)N4CCOCC4)cc3)nn2)cc1OC	1%	10%	-1%	-6%	4%	i	?	4%	12%
O/C(=C\Sc1nnc(Cc2ccccc2)o1)c1ccc(Br)cc1	0%	3%	-8%	2%	-1%	i	21	-17%	-1%
Cc1ccccc1OCC(=O)Nc1ccc2c(c1)ncn2C	0%	49%[activator]	?	-1%	-4%	i	-10	-25%	11%

Whole records from above.
COCC(=O)OC/C(O)=C(\C#N)c1nc2ccccc2[nH]1 across the screens: MCF10A rerep = ?; ATXN2 expr inh = ?; KB-3-1 tox = ?; HT1080 IDH1KD tx = -9%; SW480 rereplic = ?; ATXN viability = ?; IL-1B inflam inh = -104*; HepG2 tox = -15%; HT1080NT lethal = -7%
O=C(CSc1nc2ccsc2c(=O)n1Cc1ccc(C(=O)O)cc1)NCc1ccco1 across the screens: MCF10A rerep = 0%&-2%; ATXN2 expr inh = -33%; KB-3-1 tox = 13%; HT1080 IDH1KD tx = 21%; SW480 rereplic = 0%&1%; ATXN viability = i; IL-1B inflam inh = 6; HepG2 tox = -8%; HT1080NT lethal = 15%

(listing goes on)
SMILES	MCF10A rerep	ATXN2 expr inh	KB-3-1 tox	HT1080 IDH1KD tx	SW480 rereplic	ATXN viability	IL-1B inflam inh	HepG2 tox	HT1080NT lethal
CCc1ccc(Oc2coc3cc(O)ccc3c2=O)cc1	-6%	30%	1%	10%	-2%	i	13	-1%	-2%
Cc1cc(C)n(-c2nc3ccccc3nc2N2CCCCCC2)n1	14%	4%	0%	11%	4%	i	7	-6%	7%
O=C(NCCc1csc(-c2cccnc2)n1)c1ccc(Cl)cc1	12µM*	6%	0%	-2%	?	?	21	-37%	8%
O=S1(=O)c2ccc(Br)cc2N2CCC[C@@H]2CN1C1CC1	?	-20%	6%	3%	0%	i	19	-16%	9%
CSCCC(NC(=O)c1ccccc1)C(=O)N1CC(C)OC(C)C1 (configuration not stated)	-2%	1%	-7%	13%	-16%	i	0	7%	6%
CC(NC(=O)c1ccco1)C12CC3CC(CC(C3)C1)C2 (configuration not stated)	7%	-8%	0%	-14%	-7%	i	0	-11%	-2%[9.24 µM]
CC(C)C[C@H](NC(=O)CCCn1nnc2ccccc2c1=O)C(=O)O	-3%	-2%	-5%	1%	-5%	i	11	2%	3%
Nc1nc(O)c(Sc2ccccc2[N+](=O)[O-])c(=O)[nH]1	1%	2%	9%	4%	-4%	i	5	-4%	15%
COc1ccc(C)cc1Nc1nc(-c2c(C)[nH]c3ccccc23)cs1	18µM*	/	2%	-5%	?	i	11	0%	-13%
O=c1cc(-c2c(F)c(F)c(F)c(F)c2F)oc2ccccc12	14%	22µM*	-4%	?	2%	?	-100*	-61%	?
CNC(=O)c1cn(-c2ccc(Cl)cc2)c(=O)c2ccccc12	-3%	-2%	-11%	4%	-41%	i	-9	-35%	-2%
COc1ccc(S(=O)(=O)N(C)Cc2cccs2)cc1Br	15%	14%	1%	2%	0%	i	-24	-21%	4%
O=C(c1cc2cc(F)ccc2[nH]1)N1CCCC(Nc2ccc(F)cc2)C1 (configuration not stated)	7%	-5%	-5%	?	-2%	i	1	-23%	-28%
O=C(Cc1ccccc1)Nc1c(C(=O)Nc2ccccc2F)oc2ccccc12	/	-6%	4%	/	/	i	/	5%	/
Cc1ccc(-c2nn(-c3ccccc3)cc2C=C2C(=O)CC(C)(C)CC2=O)cc1	?	-25%	?	?	-8%[9.22 µM]	?	-30	-2%	-29%
Cn1c(=O)c2c(nc(N3CCN(Cc4ccccc4)CC3)n2CCCc2ccccc2)n(C)c1=O	?	-10%	?	-13%	-3%	i	0	2%	?
CC(C)Oc1ccc(OCCn2c(S(=O)(=O)O)nc3c(N)ncnc32)cc1	-3%	/	-6%	-2%	-2%	i	34	-7%	16%

Limited to HepG2 tox and SW480 rereplic (3 entries from above):
SMILES	HepG2 tox	SW480 rereplic
O=C(c1cc2cc(F)ccc2[nH]1)N1CCCC(Nc2ccc(F)cc2)C1 (configuration not stated)	-23%	-2%
O=C(Cc1ccccc1)Nc1c(C(=O)Nc2ccccc2F)oc2ccccc12	5%	/
Cc1ccc(-c2nn(-c3ccccc3)cc2C=C2C(=O)CC(C)(C)CC2=O)cc1	-2%	-8%[9.22 µM]
